Compound activity (PubChem BioAssay)
MEP2 TOR yeast – modulators of MEP2-GFP levels in yeast, primary screen, S. cerevisiae, multiplex flow cytometry, MLPCN library; S. cerevisiae MEP2-GFP strain, 3 h; 100% = DMSO control level; GFP response vs DMSO, % at 10 µM; 330,000 tested, 0.51% active; AID 2016, 2009;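 active means GFP response versus DMSO above a set limit, roughly screen mean plus 3 SD, cut at about 180% in these data; inconclusive means fewer than 70 cells counted for a yeast strain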;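 further: median GFP fluorescence of the barcode-gated MEP2-GFP cells per well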
AHR act – AHR activators, primary screen, cell-based, luminescence, luciferase reporter, human; 320,000 tested, 2.5% active; AID 2796, 2010; Aryl hydrocarbon receptor (Homo sapiens), P35869; AHR-responsive luciferase reporter cells; activation, % at 5 µM; in the data active means activation above about 47%;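 further: 0% = vehicle wells and 100% = reference agonist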
procasp3 activ – activators of human procaspase-3 D3A mutant, primary screen, biochemical, absorbance, PC-3 D3A mutant, single concentration. Caspase-3 (Homo sapiens), P42574. recombinant procaspase-3 D3A, Ac-DEVD-pNA absorbance 405 nm. activation, % at 8.5 µM. 330,000 tested, 0.11% active;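 active means activation above the mean of all tested compounds plus 3 SD, cut at about 21% in these data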;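 further: 0% = DMSO alone and 100% = DMSO wells spiked with extra 5 µM PC-3 D3A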
Target sequence (P42574 whole entry D9A/D28A/D175A): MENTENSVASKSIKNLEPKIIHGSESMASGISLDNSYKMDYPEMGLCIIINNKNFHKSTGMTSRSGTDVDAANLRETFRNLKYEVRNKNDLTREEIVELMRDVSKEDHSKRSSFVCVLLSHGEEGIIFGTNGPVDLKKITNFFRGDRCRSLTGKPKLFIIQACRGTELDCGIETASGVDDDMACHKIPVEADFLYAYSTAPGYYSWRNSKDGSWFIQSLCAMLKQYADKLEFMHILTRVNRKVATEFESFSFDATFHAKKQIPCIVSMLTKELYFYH
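Technique: 405 nm absorbance of p-nitroaniline, reads at 0 and 120 min; Test system: Procaspase-3 D3A mutant; Incubation: 1 h enzyme-compound preincubation, then 2 h substrate reaction, 25 °C; Repeats: singlicate, each compound tested once; Benchmarks: low control DMSO wells, high control DMSO plus 5 µM PC-3 D3A.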
LAP4 TOR yeast – modulators of LAP4-GFP expression in yeast, primary screen, S. cerevisiae, multiplex flow cytometry, MLPCN library; 3 h; median GFP as percent of DMSO wells; GFP response vs DMSO, % at 10 µM; 320,000 tested, 0.34% active; AID 2023, 2009;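 active means GFP response vs DMSO above a set limit, about the screen mean plus 3 SD, cut at about 150% in these data; inconclusive means under 70 cell events counted for the yeast strain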
procasp7 counter – procaspase-7 activators, primary screen, counter-screen for procaspase-3 activator project, biochemical, absorbance, HTS, human; Caspase-7 (Homo sapiens), P55210; recombinant procaspase-7, Ac-DEVD-pNA absorbance 405 nm; D23A/D198A/D206A triple mutant, cannot self-cleave; scale: DMSO 0, 5 µM enzyme 100; activation, % at 8.5 µM; 330,000 tested, 0.093% active;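 active means percent activation above the screen-wide mean plus 3 SD, cut at about 25% in these data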
Target sequence (P55210 whole entry D23A/D198A/D206A): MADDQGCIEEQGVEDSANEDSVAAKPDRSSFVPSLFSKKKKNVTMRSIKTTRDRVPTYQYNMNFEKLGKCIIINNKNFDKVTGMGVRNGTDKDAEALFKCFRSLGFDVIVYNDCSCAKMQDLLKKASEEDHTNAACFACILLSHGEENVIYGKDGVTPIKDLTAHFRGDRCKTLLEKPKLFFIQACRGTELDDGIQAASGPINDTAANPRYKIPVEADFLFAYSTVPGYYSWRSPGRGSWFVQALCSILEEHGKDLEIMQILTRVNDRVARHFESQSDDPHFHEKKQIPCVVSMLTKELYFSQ
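buffer or medium = Zinc-free HEPES/NaCl buffer, pH 7.4 | material = Procaspase-7 triple mutant (PC-7 D3A) | input = 2 µM procaspase-7 mutant as dispensed | signal = Epi-absorbance of released pNA at 405 nm, two timepoints | timing = 1 h preincubation, 2 h reaction | replicates = singlicate compound testing | evaluation = % activation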
RPL19A TOR yeast – RPL19A-GFP expression modulators in yeast, primary screen, cell-based, S. cerevisiae, multiplex flow cytometry, MLPCN; S. cerevisiae RPL19A-GFP strain, 3 h; stronger effect = lower value; 330,000 tested, 0.3% active; percent response vs DMSO, % at 10 µM;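 active means percent response vs DMSO below 50%; inconclusive means fewer than 70 events counted for the yeast strain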;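 further: median channel GFP fluorescence of the barcoded RPL19A-GFP strain; ratio of sample median GFP to plate DMSO average so 100% = DMSO; lower means less RPL19A-GFP as with rapamycin TOR inhibition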
AGP1 TOR yeast – modulators of AGP1-GFP expression in yeast TOR pathway, primary screen, cell-based, multiplex flow cytometry, S. cerevisiae, MLPCN library | AID 2066, 2009 | 3 h; GFP as percent of DMSO wells | 320,000 tested, 0.02% active | GFP response vs DMSO, % at 10 µM;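 active means GFP response relative to DMSO above a set limit, near screen average plus 3 SD, cut at about 150% in these data; inconclusive means fewer than 70 cells counted for the yeast strain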;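 further: median GFP channel fluorescence of the gated AGP1 strain per well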
CIT2 TOR yeast – modulators of CIT2-GFP expression in yeast, primary screen, S. cerevisiae, GFP fusion, multiplex flow cytometry, MLPCN library; GFP response vs DMSO, % at 10 µM; S. cerevisiae CIT2-GFP strain, 3 h; 100 means same as DMSO wells; 320,000 tested, 0.065% active;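 active means GFP response relative to DMSO above a set limit, near the screen mean plus 3 SD, cut at about 150% in these data; inconclusive means Fewer than 70 cells measured for a yeast strain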;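 further: ratio of well median GFP fluorescence to mean of DMSO wells on the plate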
* = called active by the depositor; ? = inconclusive; nt = no result given; [ ] = remark or other dose. Rows were taken by chance. About 3.5% of those tested had a hit in this group.

structure	MEP2 TOR yeast	AHR act	procasp3 activ	LAP4 TOR yeast	procasp7 counter	RPL19A TOR yeast	AGP1 TOR yeast	CIT2 TOR yeast
CCOC(=O)c1c(NC(=O)CN(C)C2CCN(C)CC2)sc(C(=O)Nc2ccccc2)c1C	97.4	24.2	2.5	90.0	10.0	94.7	92.1	94.7
CC1C/C(=N/Nc2ccc([N+](=O)[O-])cc2[N+](=O)[O-])CC(C)(C)C1 (stereo unspecified)	92.8	12.4	3.1	120.3	0.1	96.6	101.2	83.0
COc1ccc(C(=O)CSc2nc(C)cc(=O)[nH]2)cc1	97.7	9.1	-8.2	91.8	6.2	98.5	96.1	90.3
CCCCNC(=O)CC1C(=O)N(Cc2ccccc2)C(C)c2nc3ccccc3n21 (stereo unspecified)	97.7	-4.8	-7.1	97.8	5.8	nt	99.8	105.2
CCOC(=O)c1ccc(NC(=O)CN(c2ccc(C)cc2)S(=O)(=O)c2c(C)nn(C)c2C)cc1	101.4	0.6	-1.7	98.2	-7.7	92.6	97.2	95.4
Cc1ccc(N2C(=O)N(CC(=O)Nc3ccc(F)c(F)c3)C(=O)C2C)cc1 (stereo unspecified)	104.9	6.2	14.8	109.3	5.8	101.3	109.3	107.3
CC(=O)Nc1ccc(NCN2C(=O)C3C4CCC(C4)C3C2=O)cc1 (stereo unspecified)	109.8	-2.7	-4.1	122.1	-2.1	80.3	125.0	113.1
O=C(CSc1nnc(-c2ccco2)n1Cc1ccco1)NCc1ccccc1	100.0	1.1	-4.2	101.2	12.0	99.0	99.8	93.9
Cc1cc(C)c2[nH]c(=O)c(CN(Cc3cccs3)C(=S)NCC3CCCO3)cc2c1 (stereo unspecified)	99.6	17.8	-5.6	90.5	2.3	107.5	99.3	98.7
CC(C)c1cccc(OCCCCN(C)C)c1	98.7	1.1	-5.6	96.5	-3.5	98.2	99.5	90.5
O=C1CCCC2=C1C(c1ccc(O)cc1)c1c(ccc3ccccc13)N2 (stereo unspecified)	95.1	5.0	2.0	101.2	5.5	97.8	105.7	97.1
COC(=O)C1=C(C)N(C)C(=S)NC1c1ccc(OC)cc1OC (stereo unspecified)	107.8	-0.1	3.9	107.1	-12.6	109.1	101.6	97.6
CC(C)c1ccccc1NC(=O)C1C2C=CC(C2)C1C(=O)O (stereo unspecified)	108.5	2.0	-7.7	86.7	3.9	102.4	96.1	101.8
CCSc1nnc(NC(=O)c2cccc3ccccc23)s1	92.1	51.9*	-0.2	97.7	1.0	96.5	99.1	90.0
CCC/C(=N\NC(=O)Cc1csc(N2CCOCC2)n1)c1ccccc1	101.5	7.2	3.0	80.4	-5.1	100.1	89.2	103.7
Cn1ccnc1-c1ccc(-c2nccn2C)cc1	103.9	-3.6	-4.8	96.9	-11.4	99.2	98.5	99.6
Cc1ccc(S(=O)(=O)N2CCOCC2)cc1NC(=O)COC(=O)c1ccc(Br)cc1	100.8	0.2	-4.9	99.9	-5.2	103.1	101.7	106.3
O=C1C(Cl)=C(NCC2CCCO2)C(=O)N1c1ccccc1 (stereo unspecified)	98.2	-3.3	0.0	100.5	-1.6	95.1	91.1	91.7
CCOc1ccc(/C=C/C(=O)Nc2ccc(OC)cc2[N+](=O)[O-])cc1	104.4	-10.1	-11.4	103.1	6.7	97.4	98.2	105.5
O=C(CSc1nnc(-c2ccco2)o1)NC(=O)Cc1ccccc1	100.0	6.7	7.7	99.0	4.1	100.0	101.7	93.3
O=C(N/N=C/c1ccc(COc2ccc(Br)cc2)o1)c1ccco1	116.1[may fluoresce violet]	9.1	-1.6	88.2[may fluoresce violet]	-3.7	95.0[may fluoresce violet]	14.5[may fluoresce violet]	?
CN(C)S(=O)(=O)c1ccc(N2CCOCC2)nc1	98.9	1.1	2.5	102.3	-2.7	99.6	97.6	98.2
Cc1ccc(OCC(=O)Nc2ccccc2-c2ccccc2)cc1	104.3	-0.6	6.8	97.5	2.7	93.6	88.3	93.3
COc1ccc(NC(=O)COC(=O)CCOc2ccccc2C)cc1Cl	100.8	-1.2	-2.7	100.4	2.3	101.3	101.7	108.9
CCCc1c(C)[nH]c2ccc(NC(C)=O)cc2c1=O	101.2	2.4	4.2	98.6	-4.8	96.7	102.8	101.0
COc1cc(/C=C2\C(=N)N3N=C(S(C)(=O)=O)SC3=NC2=O)ccc1OCCOc1ccc(C)cc1	94.8	8.9	-7.6	nt	-3.5	87.1	82.8	92.5
c1coc(CNc2nc(N3CCCCC3)nc3ccccc23)c1	98.8	30.0	9.5	106.0	-2.5	99.6	101.2	101.6
CN1CCN(Cc2nc3ccccc3c(=O)n2Cc2nc(-c3ccccc3F)cs2)CC1	98.6	2.6	-0.3	90.2	-2.8	93.7	97.5	96.6
Cc1ccc(NC(=O)CCn2c(=S)oc3ccccc32)cc1F	104.5	0.4	0.0	94.9	-2.6	104.4	99.1	104.2
CCn1c(CSc2nc3ccccc3s2)nnc1SCC(=O)NCC(=O)OC	110.2	12.2	1.9	95.6	-3.4	98.0	95.7	98.4
O=[N+]([O-])c1ccc(Nc2ccccn2)c([N+](=O)[O-])c1	103.7	3.3	-7.0	107.0	9.3	100.0	99.2	99.2
Cc1cc(C)cc(NC(=O)N2CCN(C/C=C/c3ccccc3)CC2)c1	94.5	7.0	3.2	73.5	1.2	89.0	84.7	85.7
O=C(Nc1ccccc1N1CCOCC1)C1(c2ccc(Cl)cc2)CCC1	67.6	0.1	-4.7	102.3	9.7	95.9	88.4	92.7
CCc1nnc(NC(=O)CSc2nc3c(c(=O)n2-c2ccccc2OC)SCC3)s1	99.1	1.1	-7.0	100.8	-4.3	97.9	94.4	96.9
Cc1ccc(C)c(OCCC(=O)OCC(=O)NC2CCS(=O)(=O)C2)c1 (stereo unspecified)	96.3	0.2	4.2	105.0	-1.9	98.0	105.5	92.4
CC(Nc1cccc2ccccc12)C(=O)N/N=C/c1ccccn1 (stereo unspecified)	107.3	19.4	-4.4	109.2	-7.3	104.2	106.9	105.7
CCOC(=O)c1sc(/N=C/N(C)C)nc1C	103.3	1.9	4.0	100.8	8.9	98.6	106.1	97.5
CCOc1cc2c(cc1OCC)C(c1ccc(OC)c(OC)c1)N(c1ccc(C(=O)O)cc1)C(=O)C2 (stereo unspecified)	107.3	-1.0	4.7	102.0	4.5	100.1	97.8	99.5
CCn1c(CCNC(=O)c2ccco2)nc2ccccc21	101.6	-3.1	1.3	99.0	4.4	103.0	100.3	101.3
O=C(COC(=O)c1ncc(Cl)c(Cl)c1Cl)NCc1cccs1	99.5	-3.4	14.2	106.5	1.0	97.5	104.7	101.4
Cc1oc(C(C)(C)C)cc1C(=O)N1CCN(c2ncccc2C(F)(F)F)CC1	107.4	-2.1	0.3	nt	-2.9	98.5	nt	nt
CCOc1ccc(OCC)c(NC(=O)CCSCCc2ccccn2)c1	95.7	4.5	5.6	101.6	-0.4	93.8	103.5	100.5
COc1ccccc1N1CCN(C2CCCN(C(=O)CN3CCCCC3=O)C2)CC1 (stereo unspecified)	95.8	10.9	1.1	76.3	-11.0	104.4	87.2	89.2
Cc1ccccc1CN1CCN(C(=O)c2cccc(F)c2)CC1	94.8	-2.3	9.3	91.8	-8.0	92.9	94.3	91.4
O=S(=O)(c1ccc(Br)cc1)N1CCN(Cc2ccco2)CC1	106.0	-1.7	-3.1	104.8	-13.0	106.5	106.2	105.0
COc1cc(OC)c(C(=O)OCC(=O)NC23CC4CC(CC(C4)C2)C3)cc1OC	108.0	0.8	3.1	111.6	-3.5	106.7	110.5	109.7
O=C(Cn1nc(C(=O)O)c2ccccc2c1=O)c1c[nH]c2ccccc12	98.8	14.6	1.6	112.0	7.7	92.9	101.8	104.2
O=C(CCC1CCCN(C(=O)c2ccsc2)C1)NCc1ccc(F)c(F)c1 (stereo unspecified)	114.7	4.1	-1.7	105.8	-5.5	102.4	114.0	113.0
Cc1c(N=C/C=C2/N(C)c3ccccc3C2(C)C)c(=O)n(-c2ccccc2)n1C	104.8	15.9	0.2	99.6	0.1	101.8	102.8	99.0
CCOC(=O)c1c(C)[nH]c(C)c1S(=O)(=O)N(C)CC(=O)NCc1cccc(C)c1	100.3	9.0	2.8	89.2	8.8	96.2	99.9	94.3

The listing continues.
structure	MEP2 TOR yeast	AHR act	procasp3 activ	LAP4 TOR yeast	procasp7 counter	RPL19A TOR yeast	AGP1 TOR yeast	CIT2 TOR yeast
CCN(C(=O)Cc1c(C(=O)O)n(C)c2ccccc12)c1cccc(C)c1	88.8	1.0	-0.6	79.5	3.0	93.2	79.5	86.1
Cc1onc(-c2ccccc2)c1C(=O)Nc1sccc1C#N	118.9	-0.2	-2.1	96.1	4.4	89.2	79.6	97.5
CCOC(=O)c1c(C)c(C(=O)NC(C)COC)c(C)n1C (stereo unspecified)	103.9	4.3	2.6	98.6	2.5	96.9	96.6	96.9
O=C1CSC(c2ccncc2)N1Cc1ccco1 (stereo unspecified)	107.5	2.0	4.4	99.9	-3.0	100.3	107.8	98.4
COC(=O)c1c(-c2ccccc2)csc1NC(=O)CSc1ncnc2sc(C)c(C)c12	91.0	-1.1	-0.4	90.0	-1.8	90.7	89.5	86.0
CCCn1c(=O)[nH]c(=O)c2c1nc(-c1cccs1)n2CCOC	107.6	2.2	7.2	103.2	8.1	100.8	105.7	103.5
Cc1ccccc1NC(=O)c1csc2c1CCCC2	100.0	10.1	-0.9	130.7	10.4	95.1	103.1	82.5
Cc1cc(C)c(C(=O)CSc2nc(C)cc(C)c2C(N)=O)c(C)c1	105.3	14.0	-0.3	93.3	-34.8	98.8	95.1	97.0
Nc1nccc(/C=C/c2c(Cl)cccc2Cl)n1	94.8	1.2	4.8	118.5	8.2	94.6	95.3	87.7
Cc1[nH]c(C)c(S(=O)(=O)N2CCN(c3ccccc3)CC2)c1C(=O)N1CCCC1	100.5	9.8	-0.4	92.3	10.4	97.4	98.2	97.3
O=C1CCCc2c1[nH]c1ccc(Cl)cc21	94.9	-1.9	-3.0	102.0	3.8	97.1	92.8	84.3

Part of the list above, showing only AHR act and AGP1 TOR yeast:
| Molecule | AHR act | AGP1 TOR yeast |
| --- | --- | --- |
| O=C1CCCc2c1[nH]c1ccc(Cl)cc21 | -1.9 | 92.8 |
| Cc1onc(-c2ccccc2)c1C(=O)Nc1sccc1C#N | -0.2 | 79.6 |
